Screens as filed in PubChem BioAssay.
KDM5B inh: KDM5B demethylase inhibition; Q9UGL1; KDM5B demethylase, FDH-coupled NADH fluorescence (FDH is formaldehyde dehydrogenase); Potency, µM (highest dose often 57.7 µM), without a hit: at the top dose activity change, negative = inhibition, actives largely listed as inhibitors; actives 2.6% (n = 220,000); active = well fitted inhibition curve with a large enough effect; inconclusive = small, poorly fitted or top-dose-only effect; inactive = no such curve, though single readings can be large or run the other way; note: 0% is about no effect; nearly all actives have a fitted effect of over 70% in size
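Coupled FDH/NAD⁺ fluorescence readout. KDM5BΔAP 200 nM final; compound titration, 10 min RT preincubation; substrate mix 12.5 µM H3K4me3, 25 µM 2-OG, 50 µM Fe(II), 100 µM ascorbate, 0.25 mM NAD⁺, 0.25 U/mL FDH; ΔRFU over 30 min.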
An asterisk follows results filed as active; ? = inconclusive; [ ] = another dose, or the depositor's remark. Potency is the fitted concentration of half-maximal effect. Some of the compounds tested; the hit share may differ from the screen's.

Start of the data: the first 5 entries (preview)
SMILES	KDM5B inh
CC(NC(=O)c1sc2cccc(F)c2c1Cl)c1nncn1C (stereo not drawn)	-22%
Cc1cccc(OCC(=O)NCCc2nc3ccccc3[nH]2)c1C	5%
O=C(Cn1cccc1-c1nc(-c2ccc3c(c2)OCO3)no1)NC1CCCCC1	-2%
CCN1c2cc(C(=O)NCc3ccc(C)c(C)c3)ccc2C(=O)N2CCCCCC21 (stereo not drawn)	?
Cc1nn(Cc2ccccc2)c(C)c1[C@@H]1C=C[C@@H](NC(=O)Nc2cccc(C#N)c2)C1	?

Results, from the start:
SMILES	KDM5B inh
CC(NC(=O)c1sc2cccc(F)c2c1Cl)c1nncn1C (stereo not drawn)	-22%
Cc1cccc(OCC(=O)NCCc2nc3ccccc3[nH]2)c1C	5%
O=C(Cn1cccc1-c1nc(-c2ccc3c(c2)OCO3)no1)NC1CCCCC1	-2%
CCN1c2cc(C(=O)NCc3ccc(C)c(C)c3)ccc2C(=O)N2CCCCCC21 (stereo not drawn)	?
Cc1nn(Cc2ccccc2)c(C)c1[C@@H]1C=C[C@@H](NC(=O)Nc2cccc(C#N)c2)C1	?
Cc1cc(C(=O)N2CC(F)(F)C[C@H]2c2nc(C3CC3)no2)c(C)o1	-21%
CCOc1ccc(NC(=O)Cn2cnc3c(nnn3Cc3ccc(C)cc3)c2=O)cc1	10%
N#Cc1c(N)n[nH]c1CCCNC(=O)c1cc(-c2cccs2)nc2ccccc12	?
COc1ccc(C(=O)Nc2ccc(N3CCN(S(C)(=O)=O)CC3)cc2)cc1OC	?
COc1ccc(-n2nc3ccc(NC(=O)c4ccc(C#N)cc4F)cc3n2)cc1Cl	-13%
O=C1CCC2(CNC(=O)c3ccncc3)CCCC=C2N1 (stereo not drawn)	-29%
COc1ccc(Br)c(C(=O)Nc2cc3c(cc2N2CCCC2)n(C)c(=O)c(=O)n3C)c1	?
CN(Cc1ccccc1)C(=O)C[C@@H]1CCNC[C@@H]1Cc1cc(COc2ccccc2)on1	0%[86.2 µM]
COc1ccc(CC(=O)N2CCCN(c3cc(-c4ccc(Br)cc4)[nH]n3)CC2)cc1OC	-19%
O=C(Nc1nn[nH]n1)c1cccc(S(=O)(=O)N2CCCCCC2)c1	12%
COc1ccc(C2CC(=O)Nc3c2c(=O)nc(SCc2ccccc2)n3C)cc1Br (stereo not drawn)	1%
CS(=O)(=O)N1C[C@@H](Oc2ccccc2)C[C@H]1C(=O)N1CCCC1	10%
O=C(Cc1ccccc1Cl)N1CCC(c2n[nH]c(=O)n2-c2ccccc2)CC1	38%
COc1cccc(CN2CCc3c(cc(C(=O)NCc4ccccn4)n3C)C2)c1	?
O=C(Cn1c(=O)c2cccn2c2ccc(F)cc21)N1CCN(c2ccc(F)cc2)CC1	?
Cc1cc(C)nc(SCc2cn3ccccc3n2)n1	18%
O=C1c2c(nc(CNc3ccccc3Cl)n2Cc2ccccc2)NCCN1CC1CC1	-32%[86.2 µM]
O=C(CN1C(=O)COc2ccc(S(=O)(=O)N3CCOCC3)cc21)N1CCN(c2ccc(Cl)cc2)CC1	4%
Cc1ccc(-n2cnc3cc(C(=O)NCCC4=CCCCC4)ccc32)c(C)c1	-18%
CCOc1cccc(CNC(=O)[C@@]23CCCC[C@H]2N(C)C(=O)CC3)c1	-12%

Three entries already listed, arranged by length of the SMILES, highest first.
SMILES	KDM5B inh
COc1ccc(CC(=O)N2CCCN(c3cc(-c4ccc(Br)cc4)[nH]n3)CC2)cc1OC	-19%
Cc1cc(C(=O)N2CC(F)(F)C[C@H]2c2nc(C3CC3)no2)c(C)o1	-21%
Cc1cccc(OCC(=O)NCCc2nc3ccccc3[nH]2)c1C	5%

(continued)
SMILES	KDM5B inh
O=C(Nc1ccccc1C(F)(F)F)C12CC3CC(CC(C3)C1)C2	-3%
Cc1ccoc1C(=O)N1C[C@@H](CO)[C@H](c2ccccn2)C1	-6%
CC(C)c1ccc(NC(=O)CSc2nc(=O)n(Cc3cccnc3)c3c2CCC3)cc1	-28%
Clc1ccc(-c2cn3cc(Br)ccc3n2)cc1	3%
CNC(=O)c1cccc(I)c1	24%
O=c1c2c3c(sc2nnn1CCCCOc1ccc(Cl)cc1)CCCC3	-10%
CCOc1ccc(N2CC(C(=O)Nc3ccccn3)CC2=O)cc1 (stereo not drawn)	19%
CCN(CC)c1ccc(-c2nnc(SCCS(=O)(=O)c3ccc(Br)cc3)o2)cc1	11%
CCN(Cc1cc2ccccc2[nH]c1=O)C(=O)c1cccc(Cl)c1	4%
CN(C)C(=O)c1nc(-c2cc(Cl)cc(Cl)c2)c2ccccn12	?
CCC(Sc1nc2ccccc2c2nc(CCc3c(C)n[nH]c3C)nn12)C(=O)Nc1ccc(OC)cc1 (stereo not drawn)	7%
CC(C)CCNC(=O)c1c(-n2cnnn2)sc2c1CCCC2	-14%
O=C(Cc1cccnc1)N1CCc2onc(-c3ccc(F)c(F)c3)c2C1	-9%
CC(=O)c1ccc(C(=O)N(C)C(C)c2ccc(Cl)cc2)s1 (stereo not drawn)	-9%
COc1ccc(-c2cc3ccc(OC(C)=O)cc3oc2=O)cc1OC	3%
CCCN(C)C(=O)Cc1ccc(N(Cc2ccccc2)C(=O)c2ccco2)cc1	6%
O=C1CCCN1Cc1noc(-c2cccc(Cl)c2)n1	9%
CCC(C(=O)Nc1nnc(COC)s1)c1ccccc1 (stereo not drawn)	-3%
CN(C)c1cc(N2CCCC(NC(=O)Cc3cccc(F)c3)C2)ncn1 (stereo not drawn)	-17%
CC1Sc2ccc(C(=O)NNC(=O)CSc3cccc4cccnc34)cc2NC1=O (stereo not drawn)	?
CCN(CC)Cc1cnc2c(C(=O)NCCc3cccs3)cnn2c1	-19%
CC(C)NC(=O)c1cc(Br)cn2ccnc12	40µM*
COc1cccc(NC(=O)Cn2c(-c3ccc(F)cc3)nc(C)c(CCO)c2=O)c1	-4%
CC1(c2noc(-c3ccccn3)n2)CCN(C(=O)C2CCN(C(=O)c3ccc(=O)[nH]c3)CC2)CC1	-22%
O=S(=O)(c1ccc(C(F)(F)F)cc1)N1CCC(n2cnnc2C2CC2)CC1	-2%
(more compounds)
SMILES	KDM5B inh
Cc1cccc2ncc(C(=O)N3CC[C@H](CO)[C@@H](O)C3)c(=O)n12	22µM*
CCC(Cc1ccccc1)NC(=O)Cn1ncc2c3ccccc3n(Cc3ccccc3)c2c1=O (stereo not drawn)	?
COc1cc(OC)c(NC(=O)c2nc(-c3ccncc3)no2)cc1Cl	-3%
COc1ccc(C(C)NC(=O)Cn2c(C)cc3nc4n(c(=O)c32)CCCC4)cc1 (stereo not drawn)	-14%
C[C@H](NC(=O)[C@H]1N2C(=O)c3ccccc3C2SC1(C)C)C(=O)NCc1ccc(F)cc1 (stereo partly drawn)	-10%
Cc1c(CNCc2ccc(Cl)cc2)c(C(=O)O)c(C)n1Cc1ccc(F)cc1	-21%
CCN(CC)c1nc2ccccc2nc1C(=O)Nc1ccc(F)c(F)c1	7%
O=C(C1CCC1)N1CC[C@H]2COC(=O)N2c2cc(F)ccc2C1	-15%[86.2 µM]
COc1ccc2cc(-c3nc(-c4ccccc4C)no3)c(=O)oc2c1	-90%
COc1ccc(C)cc1NC(=O)c1cc2c(s1)-c1ccccc1SC2	?
COc1cccc(N2C(=O)NC(=NC3CCCC3)C23CCCN(CC2CC2)C3)c1 (stereo not drawn)	11%[115 µM]
NC(=O)c1cc(S(=O)(=O)NCc2cccc(Br)c2)cs1	3%
Cc1ccc(NC(=O)N2CC(c3nnc(-c4ccncc4)o3)C3(CCOCC3)C2)cc1 (stereo not drawn)	8%
CCCCN1CC(c2nc3ccccc3n2CCCCOc2cc(C)ccc2C)CC1=O (stereo not drawn)	?
O=C(O)c1ccc2nnn(O)c2c1	21%
CC(C)C1=C(O)C2(CC2c2ccc(-c3ccccc3)cc2)C(C)CC1 (stereo not drawn)	6%
O=C(NCCc1ccccn1)c1cc(-c2ccccc2)nc2ccccc12	-12%
NC(=O)C(Sc1ncc(C(F)(F)F)cc1Cl)c1ccccc1 (stereo not drawn)	3%
Cc1cc(C)cc(OCCn2c(C3CC(=O)N(c4ccccc4Cl)C3)nc3ccccc32)c1 (stereo not drawn)	-22%
COc1ccccc1CNCc1ccc(C(=O)O)s1	-8%
Cc1ccc(N2C(=O)N[C@@H]3CCN(C(=O)CC4(CC(=O)O)CCCC4)[C@@H]3C2=O)cc1	-8%[86.2 µM]
CC(=O)c1c(C)oc2c(Cl)cc(NS(=O)(=O)c3ccc(Cl)cc3)cc12	-1%
O=C(NCc1cccnc1)C(=O)NCC(c1cccnc1)N1CCN(c2ccccc2)CC1 (stereo not drawn)	8%
CCCNC(=O)c1ccc(OC)c(S(=O)(=O)NCC)c1	-1%
COc1ccccc1C1CC(=O)N(c2ccc(C)cc2)C2=C1C(=O)OC2 (stereo not drawn)	13%
Additional entries follow:
SMILES	KDM5B inh
CCCNC(=O)C(C)n1nc(C)c2c(C)n(-c3ccccc3)nc2c1=O (stereo not drawn)	3%
CCCCNC(=S)N/N=C1\CC2CC=CC12 (stereo not drawn)	6%
O=C(Nc1cccc(Cl)c1)c1c(-c2ccc(F)cc2)nc2n1CCS2(=O)=O	-4%
COc1cc(OC)c(C2CC(=O)Nc3ccsc32)cc1OC (stereo not drawn)	14%
O=C(Nc1ccc(C(F)(F)F)oc1=O)c1ccccc1	21%
CCc1cccc(-n2nnc(-c3nc(-c4cccs4)no3)c2N)c1	6%
COc1cc(OC)cc(C(=O)NCC(=O)NCCN2C(=O)S/C(=C\c3ccc4c(c3)OCO4)C2=O)c1	?
COc1ccccc1[C@@H]1CN(C(=O)c2ccc3n[nH]nc3c2)C[C@H]1C(=O)O	9%
CCOC(=O)C1CCN(C(=O)c2nn(-c3ccc(C)cc3)c(=O)n(C)c2=O)CC1	-9%
CCOc1ccccc1NC(=O)CSc1nc2ccccc2c(=O)n1CC1CCCO1 (stereo not drawn)	?
Cn1cccc1C(=O)N1CCC(C(=O)N2CCCCCCNC(=O)CC2)CC1	-3%
Cc1cc(NC(=O)N2CCSc3ncccc32)ccc1Br	?
O=C(CN1CCCCCC1)N1CCC(N2C(=O)C3(CCCC3)C2c2ccccc2)CC1 (stereo not drawn)	-10%
Cc1nnc(NC(=O)CSc2nnc(C3CC3)n2C(C)C)s1	27%
COc1ccc2c(c1)C(O)(CC(=O)c1ccc(F)cc1)C(=O)N2 (stereo not drawn)	11%
CCCn1cc2c3c(cccc31)CN(C(=O)COc1ccccc1)CC2	32µM*
CC1(CNC(=O)c2cccs2)CCOCC1	3%
Cc1ccc2cccc(NC(=O)C(C)(C)Oc3ccc(Br)cc3)c2n1	?
O=C(c1ccc(Cl)s1)N1CCCC2(C1)Nc1cccnc1NC2=NC1CCCC1 (stereo not drawn)	28µM*
Cc1nn(C)c(C)c1S(=O)(=O)N1CCC2(CC1)CC(N(C)Cc1ccccc1)CCO2 (stereo not drawn)	11%
O=C(CN(C(=O)CNC(=O)c1ccco1)c1cccc(F)c1)NC1CCCCC1	17%
COc1ccccc1CNC1(Cc2cc(COc3ccccc3)on2)COC1	?
O=C(Nc1ccccc1-c1ccccc1)c1ccc(F)cc1	-14%
CCc1ccccc1S(=O)(=O)Nc1cccn2nc(C(C)C)nc12	?
CN(Cc1ccccc1)C(=O)c1ccc2c(c1)N(Cc1ccc(Cl)cc1)C(=O)c1ccccc1S2=O (stereo not drawn)	1%
(more compounds)
SMILES	KDM5B inh
CCN(CC)S(=O)(=O)c1ccc(NS(=O)(=O)c2cccc(C)c2)cc1	-12%
CC(=O)c1ccc(N2CCN(C(=O)Cn3cnc(S(=O)(=O)N4CCOCC4)c3)CC2)cc1	-16%
CC(C)(C)C(=O)C[S+]1CCCC1	-8%
CCOc1ccccc1NC(=O)c1ccc(C)c(S(=O)(=O)Nc2cccc(C)c2C)c1	?
CCc1ccc(C(=O)N2CCN(c3cc(-c4ccc(F)cc4)[nH]n3)CC2)cc1	-12%
Cc1nnc2ccc(-c3cccc(NC(=O)c4ccc(Br)o4)c3)nn12	-3%
O=C(CCCc1ccccc1)Nc1ccnn1C1CCN(C(=O)CCn2cncn2)CC1	28%
O=C(NC1CCCN(c2cc(-c3ccccc3)[nH]n2)C1)c1c[nH]c2ccccc12 (stereo not drawn)	?
Cc1ccc(-c2cc(C(=O)O)c3cc(Cl)ccc3n2)s1	?
COc1cc(Cl)ccc1C(=O)N1CC[C@@H]2CN(S(C)(=O)=O)[C@@H]2C1	-28%
COc1cccc(CNC(=O)c2cccc(Oc3ccccc3)c2)c1	12%
COc1ccc(-c2cc(N3CCCC(NC(=O)c4cccc(Cl)c4)C3)n[nH]2)cc1 (stereo not drawn)	-2%
CCOc1ccc(CNC(=O)c2cnc3sc(N4CCCCCC4)nn3c2=O)cc1OC	?
COc1ccc(Br)cc1CNC(=O)CN1C(=O)c2cccnc2Oc2ccc(C)cc21	-22%
CCOCCCNC(=O)C(c1ccc(C)cc1)N(Cc1ccc2c(c1)OCO2)C(=O)c1ccccc1O (stereo not drawn)	0%
CNC(=O)[C@@H](c1ccccc1F)N1CCC[C@H]1C(=O)N(C)Cc1ccccc1	-17%[86.2 µM]
N#CC(Cc1ccccc1)Sc1ccccc1 (stereo not drawn)	-14%
CC(C)(C)c1ccc(-c2nc(C#N)c(NCC3CCCO3)o2)cc1 (stereo not drawn)	?
CCc1nc2cc(NC(=O)Cn3c(C)nc4ccccc4c3=O)ccc2o1	-2%

At a glance, some entries already given.
SMILES	KDM5B inh
COc1ccc(Br)cc1CNC(=O)CN1C(=O)c2cccnc2Oc2ccc(C)cc21	-22%
CCOCCCNC(=O)C(c1ccc(C)cc1)N(Cc1ccc2c(c1)OCO2)C(=O)c1ccccc1O (stereo not drawn)	0%
CNC(=O)[C@@H](c1ccccc1F)N1CCC[C@H]1C(=O)N(C)Cc1ccccc1	-17%[86.2 µM]
N#CC(Cc1ccccc1)Sc1ccccc1 (stereo not drawn)	-14%
CC(C)(C)c1ccc(-c2nc(C#N)c(NCC3CCCO3)o2)cc1 (stereo not drawn)	?
CCc1nc2cc(NC(=O)Cn3c(C)nc4ccccc4c3=O)ccc2o1	-2%
